Source: PubChem
H1N1 NS1A inhibition: H1N1 influenza NS1A inhibitors, functional cell based assay (AID 504329); NS1A functional cell-based assay, percent inhibition; higher % means a stronger effect; inhibition, % at 12.5 µM, or IC50 in µM where a hit was titrated; actives 0.3% (n = 340,000); in the data active = a potency from the dose series; inconclusive = inhibition above about 27% without an active follow-up result; note: strong numbers were not always called active
M. tuberculosis: growth inhibition of non-replicating M. tuberculosis (AID 488890); actives 0.39% (n = 320,000); inhibition, % at 25 µM; hits with a dose series show IC50 in µM; Mycobacterium tuberculosis non-replicating, growth inhibition; higher % means a stronger effect; in the data active = a potency from the dose series; inconclusive = inhibition mostly from about 82% at the one dose, without a potency; inactive = the rest, 99 in 100 with inhibition below about 76%;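 note: plate controls were DMSO cells for no effect and high antibiotic wells for full effect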
Salmonella PhoP GFP: PhoP regulon inhibitors, Salmonella typhi PhoP promoter GFP reporter, confirmatory (AID 1850); actives 0.33% (n = 310,000); Salmonella Typhi PhoP-promoter GFP reporter, fluorescence, 4 h; higher % means a stronger effect; inhibition, % at 50 µM; hits with a dose series show IC50 in µM; in the data active = a potency from the dose series; inconclusive = inhibition mostly from about 25% at the one dose, without a potency; inactive = the rest, 99 in 100 with inhibition below about 19%;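 note: 0% = induced wells with vehicle and 100% = uninduced wells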
M. tuberculosis HTS: M. tuberculosis growth inhibition, HTS (AID 449762) | M. tuberculosis H37Rv growth inhibition, 7H9 media; higher % means a stronger effect | actives 0.59% (n = 330,000) | inhibition, % at 25 µM, or IC50 in µM where a hit was titrated; in the data active = a potency from the dose series; inconclusive = inhibition above about 70% without an active follow-up result;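 note: bacterial growth assessed after seven days of incubation; strong numbers were not always called active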
VEEV TC-83 Vero: inhibitors of VEEV TC-83 cytopathic effect, confirmation, Vero cells (AID 588727). Vero cells, VEEV TC-83 cytopathic effect inhibition; higher % means a stronger effect. inhibition, % at 20 µM, or IC50 in µM where a hit was titrated. actives 0.13% (n = 350,000); in the data active = a potency from the dose series; inconclusive = inhibition mostly from about 14% at the one dose, without a potency; inactive = the rest, 99 in 100 with inhibition below about 12%; note: strong numbers were not always called active
VEEV TC-83 Vero 10K pilot screen: second read-out of VEEV TC-83 Vero, no call of its own (marks repeat the call); inhibition, %; measured here: 10K pilot screen inhibition
Starred values were filed as active, the others as inactive; i = inactive; ? = inconclusive; nt = no result given.

SMILES | H1N1 NS1A inhibition | M. tuberculosis | Salmonella PhoP GFP | M. tuberculosis HTS | VEEV TC-83 Vero | others
COc1ccc(C(CC(=O)N2CCCC2)c2c(OC)cc(OC)c3ccc(=O)oc23)cc1 (stereo not given) | 9% | -5% | -6% | 0% | 1.1%
COc1cc(N=Nc2ccccc2C(=O)O)ccc1O | 3% | 9% | 9% | 5% | i
CNC(=S)N1CCN(CCN=Cc2c(O)n(-c3ccc(C)cc3)c(=S)[nH]c2=O)CC1 | -1% | -6% | 8% | 4% | 0.4%
COc1ccc(CC(=O)OCC(=O)NCCNC(=O)COC(=O)Cc2ccc(OC)cc2)cc1 | -4% | -2% | 1% | -11% | 0.6%
CCCCn1c(N)c(N(CC(C)C)C(=O)c2cccc(S(=O)(=O)N(C)c3ccccc3)c2)c(=O)[nH]c1=O | -7% | 40% | 9% | 11% | 8.7%
CCCNS(=O)(=O)c1ccc(CCC(=O)N2CCN(c3ccc(F)cc3)CC2)cc1 | -1% | 13% | 3% | 2% | 1.7%
COc1ccc(NC(=O)c2ccccc2SC)cc1OC | -2% | -1% | -10% | 0% | 7.2%
CCOC(=O)N1CCN(C(=O)C2CCN(Cc3ccc(OC)cc3OC)CC2)CC1 | -16% | 13% | -6% | -1% | i
O=C(NCCCc1ccccc1)c1ccc([N+](=O)[O-])cc1Cl | 3% | 55% | -5% | 6% | 0.6%
O=C(NC1CCCCCC1)C1C2C=CC3(CN(Cc4cccnc4)C(=O)C13)O2 (stereo not given) | 0% | -10% | -9% | -5% | 2.9%
COc1cc2c(cc1OC)C(c1ccccc1)N(C(=O)c1ccco1)CC2 (stereo not given) | 7% | 25% | -8% | 7% | 4.5%
CC(C)(NO)/C(=N/O)c1ccc(Br)cc1 | 0% | ? | -9% | -5% | 5.2%
O=C(NCCCN1CCOCC1)c1cc2ccccc2oc1=O | -1% | 4% | 0% | -5% | 0.8%
COc1ccc(C(=O)NCCCNC(=O)c2ccccn2)cc1Br | 4% | -2% | -10% | 1% | 5.8%
CCC1CCC/C1=N\NC(=O)c1ccccc1Cl (stereo not given) | nt | 6% | 0% | -3% | 0.6%
O=C(O)C1CCCCC1C(=O)Nc1ccc(S(=O)(=O)N2CCCCCC2)cc1 (stereo not given) | 2% | 9% | 6% | 4% | 2.5%
CC1CCCC(NC(=O)COC(=O)/C=C/c2ccc3c(c2)OCO3)C1C (stereo not given) | -9% | 20% | -14% | 2% | 0.5%
O=C(CSc1nc2[nH]ncc2c(=O)[nH]1)NCCc1ccccc1 | 0% | -10% | -7% | 5% | 1.6%
N#Cc1cccc(N=Cc2c(O)ccc3ccccc23)c1 | 2% | 66% | -2% | -2% | i
Cc1ccc(C(=O)OCC(=O)c2ccccc2)cc1 | -12% | 39% | -11% | -5% | 6.7%
CC1=CC(C)(C)Nc2ccc(OC(=O)C(Cc3ccccc3)N3C(=O)c4ccccc4C3=O)cc21 (stereo not given) | 5% | 26% | -2% | 1% | 2.5%
O=C(NCc1ccco1)/C(=C/c1cccc(C(F)(F)F)c1)c1nc2ccccc2[nH]1 | -3% | 5% | -8% | -15% | 24%
O=C(Oc1c(CN2CCOCC2)cc(Cl)c2cccnc12)c1ccccc1Br | 13% | ? | 3% | ? | 13%
COc1ccc(-c2oc3ncnc(NCCCO)c3c2-c2ccc(OC)cc2)cc1 | 7% | 43% | 1% | 40% | 2.8%
Cc1ccc(C(=O)Nc2nnc(COc3ccccc3)s2)cc1 | -6% | -16% | 9% | 1% | 3.3%

The list goes on:
SMILES | H1N1 NS1A inhibition | M. tuberculosis | Salmonella PhoP GFP | M. tuberculosis HTS | VEEV TC-83 Vero | others
Cc1cccc(C(=O)NC(=S)NNC(=O)Cc2ccccc2)c1 | 6% | ? | -2% | ? | 23µM*
CC(C)C(C(=O)Nc1ccc(S(N)(=O)=O)cc1)N1C(=O)c2ccccc2C1=O (stereo not given) | -5% | -2% | -21% | -4% | 2.1%
COC(=O)c1cc(S(=O)(=O)Nc2ccc(C)cn2)c[nH]1 | 4% | -11% | 7% | 3% | 0.9%
CC(=O)NC(CC(C)C)C(=O)O (stereo not given) | 2% | nt | nt | nt | 3.0%
COc1ccc(S(=O)(=O)N2CCOCC2)cc1NC(=O)COc1ccc2c(C)cc(=O)oc2c1 | -3% | -5% | nt | -2% | 4.1%
O=C(CCN1C(=O)C2CC=CCC2C1=O)N1CCN(c2ccccn2)CC1 (stereo not given) | 4% | -1% | 3% | -2% | 2.1%
COc1ccc(CN2CCN(CCCc3ccccc3)C(CCO)C2)c(O)c1 (stereo not given) | 3% | 3% | -4% | 4% | 0.2%
COC(C(=O)Nc1ccnn1C1CCN(C(=O)c2ccc(C=O)cc2)CC1)c1ccccc1 (stereo not given) | -9% | -15% | -32% | 13% | i
S=C(Nc1ccc(Cl)cc1Cl)N1CCCC1 | -1% | -9% | 13% | 12% | i
CC1=C(C#N)C(c2ccccc2)C2=C(N1)c1ccccc1C2=O (stereo not given) | 7% | 17% | -3% | 0% | i
COc1ccc(NC(=O)c2cccc(N3C(=O)C4C5C=CC(C5)C4C3=O)c2)cc1Cl (stereo not given) | -2% | -8% | -30% | 56% | 1.4%
COc1ccc(NC(=S)N(CCC(C)C)C2CCN(C(C)C)CC2)cc1 | 17% | -11% | 4% | 2% | i
COc1cccc(OCc2nnc(SCC(=O)N3c4ccccc4Sc4ccc(Cl)cc43)o2)c1 | -12% | 68% | -2% | -10% | 2.8%
O=C(Nc1ccc(C(F)(F)F)cc1)c1cnc(N2CCN(c3ccccn3)CC2)c2ccccc12 | nt | -9% | 13% | 9% | 2.9%
Cc1noc(C)c1COC(=O)c1cnc(Cl)c(Cl)c1 | -4% | 27% | -17% | 12% | i
CCC(C)NC(=O)CSc1nnc(-c2ccc(C(C)(C)C)cc2)n1C (stereo not given) | -6% | 4% | -7% | -9% | i
Cn1c(=O)oc2cc(S(=O)(=O)NCCC(=O)N3CCc4ccccc43)ccc21 | 4% | 8% | 4% | -2% | 2.7%
Cc1ccccc1NC(=O)Cn1nc(C)n2cccc2c1=O | 6% | -9% | -7% | -5% | i
CNc1c(C(=O)O)ccc2c1C(=O)c1ccccc1C2=O | 13% | nt | -6% | 9% | 0.0%
Cc1ccc(C)c(NS(=O)(=O)c2csc(C(N)=O)c2)c1 | 0% | -1% | 6% | 2% | 0.5%
CCCOC(=O)CCNc1n[nH]c(=O)[nH]c1=O | -13% | -12% | -3% | -7% | 6.5%
COc1ccc(-c2nnc(CSc3nnc(-c4ccncc4)n3C3CCCCC3)o2)cc1OC | -3% | -8% | 14% | 3% | 1.6%
Cc1cc(NC(=O)CN2CCC(O)(c3cccc(F)c3)CC2)no1 | 5% | -16% | 7% | -10% | 9.0%
S=C(Nc1ccc(Br)cc1)NC1CCN(Cc2ccccc2)CC1 | 5% | ? | 10% | 8% | i
O=C(NCc1ccc(F)cc1)c1ccc(Br)o1 | 0% | 0.51µM* | -5% | 9% | 0.2%

For convenience, some entries already given:
SMILES | H1N1 NS1A inhibition | M. tuberculosis | Salmonella PhoP GFP | M. tuberculosis HTS | VEEV TC-83 Vero | others
Cc1cccc(C(=O)NC(=S)NNC(=O)Cc2ccccc2)c1 | 6% | ? | -2% | ? | 23µM*
CC(C)C(C(=O)Nc1ccc(S(N)(=O)=O)cc1)N1C(=O)c2ccccc2C1=O (stereo not given) | -5% | -2% | -21% | -4% | 2.1%
COC(=O)c1cc(S(=O)(=O)Nc2ccc(C)cn2)c[nH]1 | 4% | -11% | 7% | 3% | 0.9%
CC(=O)NC(CC(C)C)C(=O)O (stereo not given) | 2% | nt | nt | nt | 3.0%
COc1ccc(S(=O)(=O)N2CCOCC2)cc1NC(=O)COc1ccc2c(C)cc(=O)oc2c1 | -3% | -5% | nt | -2% | 4.1%
O=C(CCN1C(=O)C2CC=CCC2C1=O)N1CCN(c2ccccn2)CC1 (stereo not given) | 4% | -1% | 3% | -2% | 2.1%
COc1ccc(CN2CCN(CCCc3ccccc3)C(CCO)C2)c(O)c1 (stereo not given) | 3% | 3% | -4% | 4% | 0.2%
COC(C(=O)Nc1ccnn1C1CCN(C(=O)c2ccc(C=O)cc2)CC1)c1ccccc1 (stereo not given) | -9% | -15% | -32% | 13% | i
S=C(Nc1ccc(Cl)cc1Cl)N1CCCC1 | -1% | -9% | 13% | 12% | i
CC1=C(C#N)C(c2ccccc2)C2=C(N1)c1ccccc1C2=O (stereo not given) | 7% | 17% | -3% | 0% | i
COc1ccc(NC(=O)c2cccc(N3C(=O)C4C5C=CC(C5)C4C3=O)c2)cc1Cl (stereo not given) | -2% | -8% | -30% | 56% | 1.4%
COc1ccc(NC(=S)N(CCC(C)C)C2CCN(C(C)C)CC2)cc1 | 17% | -11% | 4% | 2% | i
COc1cccc(OCc2nnc(SCC(=O)N3c4ccccc4Sc4ccc(Cl)cc43)o2)c1 | -12% | 68% | -2% | -10% | 2.8%
O=C(Nc1ccc(C(F)(F)F)cc1)c1cnc(N2CCN(c3ccccn3)CC2)c2ccccc12 | nt | -9% | 13% | 9% | 2.9%
Cc1noc(C)c1COC(=O)c1cnc(Cl)c(Cl)c1 | -4% | 27% | -17% | 12% | i
CCC(C)NC(=O)CSc1nnc(-c2ccc(C(C)(C)C)cc2)n1C (stereo not given) | -6% | 4% | -7% | -9% | i

Next entries:
SMILES | H1N1 NS1A inhibition | M. tuberculosis | Salmonella PhoP GFP | M. tuberculosis HTS | VEEV TC-83 Vero | others
CCN(CC)C(=O)Cn1cc(C(=O)C2CC2)c2ccccc21 | -2% | -10% | 6% | -1% | 0.8%
C=CCOc1ccccc1CN1CCC(Cc2ccccc2)CC1 | -8% | 64% | -4% | 9% | i
CC1CCN(C(=O)Cn2c(=O)n(Cc3ccco3)c(=O)c3sccc32)CC1 | 5% | -3% | 0% | -4% | 0.4%
O=C(CSc1nnnn1-c1ccc(C(=O)O)cc1)NC1CC1 | 2% | -14% | -8% | -4% | 0.7%
CCOc1ccc(S(=O)(=O)N2Cc3ccccc3CC2C(=O)O)cc1 (stereo not given) | 0% | -8% | 0% | 6% | 0.6%
COc1ccc(CNC(=O)COC(=O)c2ccc(F)c(S(=O)(=O)N3CCCCC3)c2)cc1OC | -4% | -3% | -16% | -5% | i
COc1cccc2c1C(=O)C=C(C)C2=O | -5% | 55% | -14% | -9% | 7.7% | VEEV TC-83 Vero 10K pilot screen=10
CN(C(=O)c1ccc(NC(=O)Cc2cccc(NC(=O)C3CCCN(C(=O)C4CCCCC4)C3)c2)cc1)C1CCCC1 (stereo not given) | -1% | 34% | nt | -9% | 0.4% | VEEV TC-83 Vero 10K pilot screen=1.3
FC(F)(F)c1ccc(/C=N/N2CCN(Cc3ccccc3)CC2)cc1 | 32% | 48% | -6% | 8% | i
CC(CCCCC(=O)Nc1ccc(C(F)(F)F)cc1)NCCc1cnc[nH]1 (stereo not given) | nt | 34% | 14% | 9% | nt
O=C1CC(NCC2CCCO2)C(=O)N1c1ccc(F)cc1 (stereo not given) | -3% | 1% | 4% | 0% | 1.3%
O=S(=O)(c1ccccc1)c1nc(NC2CC2)sc1Cl | -4% | 12% | -15% | 7% | i
CCN(CC)c1ccc(C2C(C(=O)OC)=C(C)NC(C)=C2C(=O)OC)cc1 | 0% | 9% | -1% | -8% | i
CC(C)CN(C(=O)Cn1c(=O)cnc2ccccc21)C1CCS(=O)(=O)C1 (stereo not given) | -6% | 4% | 1% | -1% | 2.1%
Cn1c(=O)c2c(SCC(=O)N3CCOCC3)nc(-c3ccccc3F)nc2n(C)c1=O | -8% | -8% | 7% | 1% | 7.4%
CCOC(=O)/C=C1\Nc2ccccc2OC1=O | -4% | 3µM* | -6% | ? | 1.8%
CNC[C@H]1Oc2c(NC(=O)C3CCCCC3)cccc2C(=O)N([C@H](C)CO)C[C@@H]1C | 0% | -3% | nt | -2% | i
CCOC(=O)c1cc2c(=O)n3ccccc3nc2n(Cc2ccco2)c1=NC(=O)c1ccc(OC)cc1OC | 5% | -6% | 10% | -10% | ?
CC1(C)C(=O)Nc2ccccc2N1C(=O)CN1C(=O)NC(CCc2ccccc2)C1=O (stereo not given) | 1% | 8% | -6% | 0% | 0.8% | VEEV TC-83 Vero 10K pilot screen=1.6
CN(C(=O)CSc1nnc(-c2ccc(Cl)cc2)n1CC1CCCO1)C1CCS(=O)(=O)C1 (stereo not given) | 7% | -9% | 7% | -1% | i
CCOC(=O)c1cccc(NC(=O)CNS(=O)(=O)c2cccs2)c1 | 7% | -7% | 3% | -8% | 5.0% | VEEV TC-83 Vero 10K pilot screen=1.9
